# TcdB inh = TcdB glycohydrolase inhibition; inhibition, % at 9.99 µM; actives 0.24% (n = 350,000); TcdB glycohydrolase enzymatic assay, plate reader; in the data active means inhibition above about 10%
# CCHFV vOTU inh = CCHFV vOTU protease inhibition | Pep-AMC fluorescence | inhibition, % at 11.5 µM | actives 0.55% (n = 370,000); in the data active means inhibition above about 30%; further: 0% = vehicle wells with enzyme and 100% = no enzyme wells
# Y pestis TopoI = Y. pestis Topo-I inhibition via cleavage products; Y. pestis Topo-I cleavage product accumulation, plate reader; activity, % at 10 µM; actives 0.064% (n = 360,000); AID 504884; in the data active means activity above about 50%, passing the limit was not always enough; inconclusive means no clear call, values can overlap the other calls; further: inactives centre near 2
# BoNT-A LC inh2 = inhibitors of Botulinum neurotoxin A light chain protease | multiplex microsphere protease substrate cleavage, flow cytometry | inhibition, % at 10 µM | actives 0.17% (n = 360,000) | AID 588499; further: plate controls were buffer without enzyme for full effect and enzyme alone for no effect
# Anthrax LF inh2 = blocks Bacillus anthracis lethal factor protease | inhibition, % at 10 µM | AID 588501 | P15917 | multiplex microsphere protease cleavage assay, LF | actives 0.12% (n = 360,000); further: plate controls were buffer without enzyme for full effect and enzyme alone for no effect
# Target sequence (P15917 whole entry, looked up): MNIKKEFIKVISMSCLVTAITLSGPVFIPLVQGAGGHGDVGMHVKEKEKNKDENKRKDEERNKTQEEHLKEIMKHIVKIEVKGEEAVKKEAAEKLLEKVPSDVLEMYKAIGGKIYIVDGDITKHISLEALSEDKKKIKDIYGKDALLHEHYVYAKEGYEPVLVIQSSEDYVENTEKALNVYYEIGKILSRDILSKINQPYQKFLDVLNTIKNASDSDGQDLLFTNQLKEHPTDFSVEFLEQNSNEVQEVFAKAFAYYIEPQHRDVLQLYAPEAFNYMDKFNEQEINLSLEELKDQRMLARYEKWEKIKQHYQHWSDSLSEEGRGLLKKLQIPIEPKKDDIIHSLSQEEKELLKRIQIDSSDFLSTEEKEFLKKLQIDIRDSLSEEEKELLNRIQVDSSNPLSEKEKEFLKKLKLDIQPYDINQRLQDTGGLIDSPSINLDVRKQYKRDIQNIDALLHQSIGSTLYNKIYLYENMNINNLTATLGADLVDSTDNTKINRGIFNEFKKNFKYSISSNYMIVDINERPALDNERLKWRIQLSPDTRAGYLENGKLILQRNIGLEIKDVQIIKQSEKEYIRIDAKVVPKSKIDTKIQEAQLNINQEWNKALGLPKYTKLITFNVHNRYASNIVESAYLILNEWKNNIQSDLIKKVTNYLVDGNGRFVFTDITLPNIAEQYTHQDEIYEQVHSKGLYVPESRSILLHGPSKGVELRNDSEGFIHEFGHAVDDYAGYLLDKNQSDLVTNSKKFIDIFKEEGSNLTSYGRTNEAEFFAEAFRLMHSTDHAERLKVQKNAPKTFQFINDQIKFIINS
# BoNT-F LC inh = inhibitors of Botulinum neurotoxin F light chain protease; inhibition, % at 10 µM; actives 0.22% (n = 360,000); Multiplex microsphere protease cleavage assay, flow cytometry; AID 588497; in the data active means inhibition above about 35%, passing the limit was not always enough; inconclusive means no clear call, values can overlap the other calls; further: plate controls were buffer without enzyme for full effect and enzyme alone for no effect
# PrPC TRFRET = reduces human prion protein on the cell surface; P04156; cell surface PrPC, TR-FRET read-out; inhibition, % at 13.8 µM; actives 0.43% (n = 370,000); in the data active means inhibition above about 24%; further: 0% = median of the test wells and 100% = reference compound wells
# PfHsp40 rescue = restores yeast growth despite PfHsp40 toxicity; growth rescue, % at 12.5 µM; AID 504582; S. cerevisiae expressing PfHsp40, growth rescue, ATP luminescence; actives 0.68% (n = 340,000); in the data active means growth rescue above about 28%, passing the limit was not always enough; inconclusive means no clear call, values can overlap the other calls;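 further: yeast W303a lacking pdr1 and pdr3 grown in galactose medium; growth measured after three days at 30 °C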
# FadD28 FP inh = inhibitors of Mycobacterium tuberculosis FadD28 bisubstrate binding; FadD28 bisubstrate probe binding, fluorescence polarization; inhibition, % at 12.5 µM; actives 0.22% (n = 360,000); AID 588549; in the data active means inhibition above about 8.5%, passing the limit was not always enough; inconclusive means no clear call, values can overlap the other calls
# The depositor's hits bear a star; ? = inconclusive; / = not tested or not shown; & = joins results of further samples. Unless noted, no stated cut-off is given here; in the data, active means inhibition above about 30%; inconclusive means no clear call, values can overlap the other calls; inactive means below that.
SMILES,TcdB inh,CCHFV vOTU inh,Y pestis TopoI,BoNT-A LC inh2,Anthrax LF inh2,BoNT-F LC inh,PrPC TRFRET,PfHsp40 rescue,FadD28 FP inh
C/C(=N\NC(=S)Nc1ccc(C)cc1)c1cc2ccccc2o1,0.0,4,8,0.8,-1,-8,-6,5.7,-1.7
COc1cccc(-c2[nH]nc3c2C(c2ccoc2)C(C#N)=C(N)O3)c1 (stereo not given),/,13,-2,?,0,2,-11,0.2,0.0
O=C(O)C1CC2CCC1CC2 (stereo not given),1.4,-15,7,-0.6,-7,-2,5,0.0,-7.2
Cc1nc(CSc2nc3[nH]ncc3c(=O)n2-c2ccccc2)cs1,/,3,9,0.1,2,?,8,2.5,-4.5
COc1cc(NC(=O)[C@H]2O[C@@H](n3ccc(N)nc3=O)[C@H](O)[C@@H]2O)cc(OC)c1OC,0.4,14,/,0.5,-11,11,-3,/,-0.9
CC(C)(C)[C@H]1C=C(C(=O)N2CCN(Cc3ccc4c(c3)OCO4)CC2)O[C@@H](OCCCCO)C1,-0.3&1.2,9,14,0.0,3,-4,-2,1.0,-0.1
COc1ccccc1-c1cccc(-c2nc(C(=O)N3CCCCC3)cc3c2[C@@H](CCO)N(S(=O)C(C)(C)C)C3)c1 (stereo not given in full),1.4,2,/,-0.6,2,-8,-2,/,-4.2
Cc1ccc(NC(=O)CN(C)C(=O)CCC(=O)c2cccs2)cc1,/,-8,0,-0.5,2,-8,4,-1.1,-0.2
O=C(O)CN=CC1=C(O)CC(c2ccccc2)CC1=O (stereo not given),0.7,14,-1,-2.3,9,3,7,-1.0,0.6
COC(=O)C1CCN(C(=O)C2CC(=O)N(c3ccc(C)c(Cl)c3)C2)CC1 (stereo not given),-0.6,10,-1,-0.3,-2,-2,4,-0.5,-1.8
CSc1nc(NC(C)=O)nc(C)c1Br,/,4,0,/,/,/,2,-0.5,-2.2
COCCNC(=O)C(c1ccc(F)cc1)N(C(=O)CCC(=O)Nc1nccs1)c1ccc(C)cc1 (stereo not given),0.6,2,19,-2.0,0,-14,9,0.0,-1.7
CCn1c(=N)n(CC(=O)c2ccc(OC)cc2)c2ccccc21,/,0,-2,-0.4,-13,-5,-13,0.3,-2.1
Cc1cc(C)cc(NC(=O)COC(=O)CCC2CCCC2)c1,0.2,13,35,0.3,-6,0,5,-1.2,-1.0
CC(C)(C)c1ccc(C(=O)Nc2cccc([N+](=O)[O-])c2)cc1,/,-2,-14,-0.9,-1,-3,5,-0.8,-5.6
O=C(Nc1ncccn1)c1cc(-c2cccc(Br)c2)nc2ccccc12,/,-5,4,0.1,0,-1,1,4.0,-4.2
CCOc1ccccc1C(=O)NC1CC2CCCC(C1)N2Cc1ccccc1 (stereo not given),/,-10,-3,1.6,2,-7,-3,-0.4,-1.4
O=c1c2c([N+](=O)[O-])cc([N+](=O)[O-])cc2sn1-c1ccc(Br)cc1,/,/,-9,2.6,-3,8,/,-0.5,4.9
CCOC(=O)c1[nH]c(C)c(C(=O)N(C)Cc2ccccc2)c1C,/,-3,17,3.2,2,1,-5,-0.2,-3.1
C#CCNC(=O)c1ccc2sc([C@@H]3O[C@H](CO)[C@H](O)[C@H](O)[C@H]3O)nc2c1,-0.5,0,4,-0.3,1,-2,3,/,-1.0
Cc1ccccc1OCC(=O)NNC(=O)CSc1nc(N)cc(N)n1,-0.4,1,-9,1.9,10,15,3,-1.7,-1.8
Cc1ccccc1CS(=O)(=O)Cc1ccc(C(=O)NCc2cccnc2)o1,/,3,-4,/,/,/,3,-1.8,1.7
CCOC(=O)c1c(NC(=O)CC2SC(N)=NC2=O)sc(C)c1C (stereo not given),1.5,11,-9,-0.7,0,4,5,1.5,-0.1
OCC1(Cc2ccccc2C(F)(F)F)CCN(Cc2cccc3cnccc23)CC1,0.2,11,6,-0.1,-3,-2,5,-1.0,-1.6
O=C(CCS(=O)(=O)CCN1CCOCC1)NCNC(=O)CCS(=O)(=O)CCN1CCOCC1,-0.5,-12,6,0.8,-10,1,7,-0.7,-0.6
# Further entries
SMILES,TcdB inh,CCHFV vOTU inh,Y pestis TopoI,BoNT-A LC inh2,Anthrax LF inh2,BoNT-F LC inh,PrPC TRFRET,PfHsp40 rescue,FadD28 FP inh
Cc1ccc(-n2ncc3c(NCCCn4ccnc4)ncnc32)c(C)c1,1.2,3,1,0.1,-2,-11,6,0.5,-4.2
COc1cc(NC(=O)c2ccc(COCC(F)(F)F)o2)cc(OC)c1OC,1.8,-4,-4,-0.6,-1,-8,-2,-0.2,-1.0
CCN(CC(=O)Nc1ccc2c(c1)OCCO2)C(=O)c1cccc(OCC(C)C)c1,0.2,5,29,-0.8,2,-1,10,1.1,-0.7
CC1(C(=O)NS(=O)(=O)c2ccccc2Cl)CCN1C(=O)C/C=C/c1ccccc1 (stereo not given),-0.1,3,10,-0.4,1,2,-5,/,-0.4
CC(=O)NCCCC(=O)NN1C(=S)N(Cc2ccccc2)C(=O)C1CC(=O)Nc1cccc(C)c1 (stereo not given),-0.4,2,-12,0.5,8,0,-1,2.0,-1.1
CCc1ccccc1N(CC)C(=O)c1cn(CC)c(=O)c2cc(OC)c(OC)cc12,/,-4,11,0.2,0,-7,0,1.1,-3.3
O=C(CNC1CCCCC1)NCC1(c2ccccc2)CCCC1,2.1,10,7,-0.5,-2,-1,7,0.5,-2.3
CCOC(=O)c1cnc2c(-c3ccc(F)cc3)cnn2c1C(F)(F)F,/,/,-1,2.4,-1,30,/,0.6,4.0
O=C1c2ccccc2-c2c1cccc2C(=O)N1CCN(C(=O)c2ccco2)CC1,/,-5,18,0.4,-5,-8,-5,0.3,-4.2
O=C(Nc1cccc(C(F)(F)F)c1)C1CC(=O)N(Cc2ccco2)C1 (stereo not given),0.5,-1,1,0.4,-5,-6,-4,/,-3.0
COc1cccc(-n2c(Cc3cc(=O)[nH]c(=O)[nH]3)nnc2SCc2cccc(C(F)(F)F)c2)c1,1.2,-15,7,0.2,1,0,-1,0.1,-6.2
CCn1cc(C(=O)NCCCN(C)C)c(=O)c2cc(F)c(N3CCN(C)CC3)cc21,2.1,-11,1,-0.1,-2,-8,2,-1.7,0.4
Cn1c(CNC(=O)c2ccco2)nnc1SCC(=O)Nc1ccccc1Cl,-1.5,-8,9,0.0,5,0,5,-0.7,0.8
CCOC(=O)Cc1csc(NC(=S)NC(=O)c2cc(OC)c(OC)c(OC)c2)n1,-0.8,-10,17,-0.8,0,-4,-1,0.8,-4.4
CS(=O)(=O)Nc1ccccc1C(=O)NCc1ccccc1Cl,0.3,-4,9,-0.4,-1,-3,-6,-0.5,0.1
O=C(c1ccco1)N1CCN(S(=O)(=O)c2ccc(Br)cc2)CC1,1.7,-4,1,0.5,-11,-7,5,-0.4,0.3
CC1Cc2ccccc2N1c1nc(C2CC2)nc2c1nnn2Cc1ccccc1 (stereo not given),/,-4,2,-0.1,-2,-7,1,-1.4,-2.7
Brc1ccc(Cn2c(-c3ccc(Br)o3)nc3ccccc32)o1,/,3,11,0.4,-3,-2,6,56*,-12
COc1ccccc1N(C)S(=O)(=O)c1ccc(C(=O)OCC(=O)N2CCCCCC2)cc1,7.6,9,29,-0.2,-4,-3,4,0.8,-4.1
CCCCc1ncc(CN2CCC(n3nccc3NC(=O)c3ccccc3Cl)CC2)[nH]1,5.5,12,-6,1.4,-4,2,-8,-0.6,-0.6
CCCCNC(=O)C(NS(=O)(=O)c1cccc2nsnc12)c1ccccc1 (stereo not given),/,-12,1,-0.5,0,-15,-24,-0.8,-4.7
CCC(=O)NC(c1ccccc1OC)c1ccc2cccnc2c1O (stereo not given),/,/,-5,-3.0,-1,-11,/,?,-0.2
O=C(COc1ccccc1)Nc1ccc(F)cc1,-1.2,1,-3,-0.7,-9,4,9,-1.1,1.1
CN1C(=O)N(CC(=O)N2CCN(c3ccccc3F)CC2)C(=O)C12CCCCC2,-0.6,-4,-8,-0.1,-9,-4,6,0.1,-2.6
CCC1CCC/C1=N\NC(=O)CCC(=O)Nc1ccccc1Cl (stereo not given),-5.3,16,1,0.2,0,-1,2,0.3,-1.7

# The last two compounds of the part before are carried over, then new ones follow.
SMILES,TcdB inh,CCHFV vOTU inh,Y pestis TopoI,BoNT-A LC inh2,Anthrax LF inh2,BoNT-F LC inh,PrPC TRFRET,PfHsp40 rescue,FadD28 FP inh
CN1C(=O)N(CC(=O)N2CCN(c3ccccc3F)CC2)C(=O)C12CCCCC2,-0.6,-4,-8,-0.1,-9,-4,6,0.1,-2.6
CCC1CCC/C1=N\NC(=O)CCC(=O)Nc1ccccc1Cl (stereo not given),-5.3,16,1,0.2,0,-1,2,0.3,-1.7
Cc1cccc(NC(=O)CSc2nc3sc(C)cc3c(=O)n2C)c1,-2.6,5,-4,-0.6,7,-3,-1,0.2,-4.8
CCn1c(C(C)NC(=O)c2ccc(Cl)cc2)n[nH]c1=S (stereo not given),1.9,12,-8,-0.9,0,-6,-3,0.5,-3.5
CCCCn1c(N)c(N(C(=O)CSc2nncn2-c2ccccc2C)C2CCCC2)c(=O)[nH]c1=O,1.5,10,9,0.5,10,4,9,-0.5,-1.3
S=C(Nc1ccccc1)N1N=C(c2cccs2)CC1c1cccs1 (stereo not given),1.0,-7,9,2.4,11,-2,-12,1.8,-6.0
Cc1ccc(NC(=O)C2CC(=O)N(Cc3ccco3)C2)cc1 (stereo not given),1.9,-13,-4,?,-2,?,-11,-0.6,-3.3
COc1ccc(CN2CC[C@H]3C=CC[C@@H](C(=O)NCCc4ccccc4)[C@H]3C2=O)cc1OC,1.2,-7,11,0.2,-8,0,-3,0.5,-3.2
O=C(NCC1(N2CCCCC2)CCCCC1)c1cccc(S(=O)(=O)Nc2ccccc2Cl)c1,2.1,8,7,-0.9,-4,-3,-10,-2.0,-0.3
Cc1ccc(NC(=O)CCN2C(=O)c3ccncc3C2=O)cc1,/,5,8,0.2,-1,5,2,0.4,0.5
O=C(N/N=C\c1cn[nH]c1-c1ccc(Cl)cc1)c1cccs1,1.4,-1,0,-0.4,-1,-9,5,-0.7,-1.4
CCOCCOC(=O)c1cccc2c1-c1ccccc1C2=O,3.0,-11,19,0.6,6,-12,4,-0.1,-0.3
CCc1nc(SCc2nc3ccccc3[nH]2)c2oc3ccccc3c2n1,/,-6,38,5.3,-8,5,-1,41*,-8.5
Cc1ccc(S(=O)(=O)N2CCN(C(=O)c3cccc(-n4cccc4)c3)CC2)cc1,1.1,-1,20,-1.7,-6,-9,1,-0.2,0.6
O=C(Cc1coc(-c2ccc(F)cc2)n1)Nc1ccccc1,/,11,36,-0.3,-8,0,-6,1.5,-2.7
CCOCCCNC(=O)CCc1nnc2ccc(N3CCCCC3)nn12,/,/,0,-1.0,-2,11,/,-0.6,-1.5
CCN(c1ccccc1)S(=O)(=O)c1ccc(C(=O)N2CCCC(C(F)(F)F)C2)cc1 (stereo not given),-2.1,4,17,-0.3,2,8,-4,-0.4,-1.6
Cc1ccc(S(=O)(=O)SC/C=C/CSS(=O)(=O)c2ccc(C)cc2)cc1,-0.6,-1,5,0.6,-7,-6,1,0.0,0.1
COc1ccccc1CN(CC(=O)NCc1ccc2c(c1)OCO2)C(=O)c1ccc2c(c1)OCCO2,/,9,1,0.3,1,-1,-5,1.1,0.5
Cc1cccc(NC(=O)Nc2ccccn2)c1C,0.5,6,5,0.1,0,-3,0,1.2,-1.4
CCOc1ccc(NS(=O)(=O)c2ccc(SC)cc2)cc1,/,-1,-10,-0.1,-7,1,4,4.5,-2.0
COc1ccc(OC)c(NS(=O)(=O)c2cc(OC)ccc2OC)c1,/,-8,0,-2.7,-9,-39,7,-1.3,-2.5

# Reprinted at random: 4 entries already listed.
SMILES,TcdB inh,CCHFV vOTU inh,Y pestis TopoI,BoNT-A LC inh2,Anthrax LF inh2,BoNT-F LC inh,PrPC TRFRET,PfHsp40 rescue,FadD28 FP inh
Cc1ccc(NC(=O)CCN2C(=O)c3ccncc3C2=O)cc1,/,5,8,0.2,-1,5,2,0.4,0.5
O=C(Cc1coc(-c2ccc(F)cc2)n1)Nc1ccccc1,/,11,36,-0.3,-8,0,-6,1.5,-2.7
Cc1ccc(NC(=O)C2CC(=O)N(Cc3ccco3)C2)cc1 (stereo not given),1.9,-13,-4,?,-2,?,-11,-0.6,-3.3
O=C(NCC1(N2CCCCC2)CCCCC1)c1cccc(S(=O)(=O)Nc2ccccc2Cl)c1,2.1,8,7,-0.9,-4,-3,-10,-2.0,-0.3
